TSHR antag: blocks TSH signaling through the human TSH receptor; activity change, negative = inhibition, % at 11.5 µM; actives 0.2% (n = 330,000); TSHR-expressing cells, TSH-stimulated cAMP HTRF, 2 h; active compounds read low; P16473;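 active = activity change below a set negative limit, meaning inhibition stronger than a set level, cut at about -70% in these data; inconclusive = activity change between two set negative limits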; note: % is set by controls: 0 for no effect and ±100 for the full control effect
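Freshly harvested TSHR cells receive pin-tooled compound, then EC80 TSH at 4nM final. After 2 hours at 37 deg C, antibody in lysis buffer and cAMP-d2 are added; 30 minutes at ambient temperature precede the HTRF read.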
ELG1 repair inh: blocks ELG1-dependent DNA repair in HEK293T cells. HEK293T ELG1-luciferase reporter, luminescence, 16 h; DNA damage induced by 5-fluorouridine. Potency, µM (highest dose often 46.1 µM), for the others: at the highest dose activity change, negative = inhibition, usual class: inhibitors. actives 2.3% (n = 330,000); note: potency is the fitted concentration of half-maximal effect; % is set by controls: 0 for no effect and ±100 for the full control effect; nearly all actives have a fitted effect of over 55% in size
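Overnight (16 hr) co-exposure of 2,000 cells/well to 5-fluorouridine and compound at 37 °C preceded detection. Luciferase was quantified via ONE-Glo luminescence; loss of signal denotes inhibition.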
BCR signal inh: blocks chronic active B-cell receptor signaling; Potency, µM (highest dose often 46.1 µM), for the others: at the highest dose ratio change, negative = lower green/red ratio, most hits filed as inhibitors; AID 493014; actives 0.05% (n = 340,000); ABC-DLBCL IkBa-CBG/CBR reporter, luminescence ratio, 4 h; active = well fitted inhibition curve with a large enough effect in the signal ratio, with a control signal flat, not every such curve was filed as active; inconclusive = small, poorly fitted or top-dose-only effect, or effect the other way, or a change in a side signal; the % refers to the signal ratio;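 note: potency is the fitted concentration of half-maximal effect; plate controls were basal doxycycline-induced cells for no effect and cells given 10 µM MG132 for full effect; MG132 reads +100%, hits lower the ratio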
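TMD8 ABC-DLBCL cells carrying doxycycline-inducible green luciferase fused to IkappaBalpha plus unfused red luciferase were exposed to compounds (up to 46 uM) for 4 hrs at 37C. Activity came from the overlap-corrected green/red luminescence ratio.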
ASM inhibitor: blocks human secretory acid sphingomyelinase; P17405; placental ASM, HMU-PC fluorogenic substrate, 60 min; Potency, µM (titrated, usually from 57.5 µM), inactives show at the highest dose activity change, negative = inhibition, actives largely listed as inhibitors; actives 0.006% (n = 340,000); AID 504937; note: potency is the fitted concentration of half-maximal effect
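Human placenta-derived ASM preincubated with compound 10 min at room temperature, then reacted with 9 uM (final) fluorogenic HMU-PC substrate for 60 min at 37 C. Stop solution raises pH to 10; fluorescence read at Ex 386/Em 447 nm.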
TCR act: activators of T cell receptors | 330,000 tested, under 10 active | Potency, µM (titrated, usually from 9.22 µM), inactives show at the highest dose activation of IL-2 secretion, actives largely listed as activators | primary human leukocytes, anti-CD3, IL-2 HTRF, 48 h; note: % of control where 0% means no effect
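IL-2 release read by HTRF sandwich (Eu cryptate donor, d2 acceptor, 665 nm emission) after 48 hr exposure of primary human leukocytes to compound together with anti-CD3 beads in the absence of co-stimulatory signals.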
a7 integrin act: activators of alpha7 integrin expression for muscular dystrophy | Potency, µM (highest dose often 38.3 µM), inactives show top-dose activation, usual class: activators | actives 0.064% (n = 350,000) | alpha7betagal myoblasts, beta-gal FDG fluorescence, 48 h | AID 624291;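 note: potency is the fitted concentration of half-maximal effect; 100% = response of the positive control SU9516; nearly all actives have a fitted effect of over 60% in size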
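alpha7betagal+/- myoblasts (passage 13, 250/well) treated 48 h at 37C with compounds at 1:260 dilution of DMSO stock. Lysed, then beta-galactosidase activity read as FDG fluorescence (ex 480/em 540) after 30 min, with pre-read for autofluorescence.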
Mito fusion yeast: blocks mitochondrial division or promotes mitochondrial fusion | Potency, µM (titrated, usually from 46.1 µM), without a hit: at the highest dose growth rescue (activation), hits mostly activators | actives 0.23% (n = 320,000) | AID 485298 | S. cerevisiae fusion-defective mutant growth rescue, CellTiterGlo 48 h;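 note: potency is the fitted concentration of half-maximal effect; % of control where 0% means no effect; nearly all actives have a fitted effect of over 45% in size; temperature-sensitive fusion mutants such as fzo1-1 at 37 °C on non-fermentable ethanol glycerol medium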
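Read-out: ATP-based luminescence (CellTiterGlo, 10 min ambient) reporting growth of fusion-defective ts yeast after 48 hours at 37C on glycerol/ethanol YPEG medium in the presence of compound.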
Tb PFK block: T. brucei PFK enzyme inhibition. O15648. T. brucei PFK, ADP-Glo luminescence. Potency, µM (highest dose often 57.5 µM), for the others: at the top dose activity, negative = inhibition, hits mostly inhibitors. actives 0.17% (n = 330,000);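 note: potency is the fitted concentration of half-maximal effect; 0% = uninhibited 1x PFK enzyme wells and -100% = no-enzyme wells; nearly all actives have a fitted effect of over 60% in size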
Target sequence (O15648 whole entry, looked up): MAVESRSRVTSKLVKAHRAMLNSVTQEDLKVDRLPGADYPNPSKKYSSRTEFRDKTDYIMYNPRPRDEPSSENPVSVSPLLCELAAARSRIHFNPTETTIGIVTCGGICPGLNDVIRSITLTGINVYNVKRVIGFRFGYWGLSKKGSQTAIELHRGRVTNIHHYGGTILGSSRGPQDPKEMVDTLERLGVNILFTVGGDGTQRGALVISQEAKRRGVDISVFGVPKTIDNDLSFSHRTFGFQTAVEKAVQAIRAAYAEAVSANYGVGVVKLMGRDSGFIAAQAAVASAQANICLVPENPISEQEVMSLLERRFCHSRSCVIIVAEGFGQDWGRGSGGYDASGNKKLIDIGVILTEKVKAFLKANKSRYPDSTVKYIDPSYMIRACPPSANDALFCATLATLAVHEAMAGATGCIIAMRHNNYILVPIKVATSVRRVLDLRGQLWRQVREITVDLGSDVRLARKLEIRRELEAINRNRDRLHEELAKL
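Compounds were pin-transferred as a titration series up to 57 uM into substrate buffer (0.5 mM F6P, 0.1 mM ATP, pH 8.0), then 1.25 nM PFK was added and reactions ran 45 min before ADP-Glo detection.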
PTAP TSG101 blk: blocks PTAP/TSG101 interaction to inhibit HIV-1 budding; AID 493005; Potency, µM (series often up to 115 µM), for the others: at the highest dose activity change, negative = inhibition, most hits filed as inhibitors; 340,000 tested, under 10 active; Fluorescence polarization, FITC-PTAP peptide / Tsg101 binding; Q99816; active = well fitted inhibition curve with a large enough effect in the main read-out, with a control signal flat, not every such curve was filed as active; inconclusive = small, poorly fitted or top-dose-only effect, or effect the other way, or a change in a side signal; inactive = no such curve, though single readings can be large or run the other way; note: potency is the fitted concentration of half-maximal effect; % of control where 0% means no effect
Target sequence (Q99816 whole entry, looked up): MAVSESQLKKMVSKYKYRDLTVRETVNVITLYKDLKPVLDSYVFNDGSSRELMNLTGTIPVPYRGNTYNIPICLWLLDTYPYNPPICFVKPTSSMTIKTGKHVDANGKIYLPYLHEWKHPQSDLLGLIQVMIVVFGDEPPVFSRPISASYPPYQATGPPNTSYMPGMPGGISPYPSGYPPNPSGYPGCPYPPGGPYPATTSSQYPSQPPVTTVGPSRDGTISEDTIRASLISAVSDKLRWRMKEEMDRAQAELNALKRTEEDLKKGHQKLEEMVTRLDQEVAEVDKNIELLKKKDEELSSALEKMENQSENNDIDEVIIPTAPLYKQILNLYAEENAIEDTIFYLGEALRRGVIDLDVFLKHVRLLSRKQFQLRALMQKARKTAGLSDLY
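FP read-out: FITC-PTAP peptide, 50 nM final, binding Tsg101 binding domain, 10 uM final; 20 min, r.t.; 10 mM HEPES pH 7.5, 0.15 M NaCl, 0.01% Tween 20, 3 mM EDTA, 0.1 mM TCEP.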
AT treatment: potential ataxia-telangiectasia treatment | Potency, µM (series often up to 57.5 µM), for inactives: top-dose activation, most hits filed as activators | […] A-T fibroblasts, KAP-1 phosphorylation AlphaLISA; neocarzinostatin DNA damage 30 min before lysis | actives 0.19% (n = 320,000); note: potency is the fitted concentration of half-maximal effect; % of control where 0% means no effect; nearly all actives have a fitted effect of over 45% in size
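hTERT-immortalized A-T patient fibroblasts ([…]), 500 cells/well in OPTI-MEM, 1% FBS, got compounds for 60 min, then NCS for 30 min at 37C. Lysates were then assayed for phospho-KAP-1 by AlphaLISA (anti-pKAP1 donor, anti-KAP1 acceptor beads), 6 hr at 25C.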
Eya2 phos inh: Eya2 (human) phosphatase inhibition; O00167; recombinant Eya2, OMFP fluorescence dephosphorylation (OMFP is methylfluorescein phosphate); Potency, µM (highest dose often 76.9 µM), without a hit: top-dose activity, negative = inhibition, most hits filed as inhibitors; actives 0.006% (n = 330,000); note: potency is the fitted concentration of half-maximal effect; % is set by controls: 0 for no effect and ±100 for the full control effect
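Eya2 (0.2 uM) preincubated 10 min at ambient with compound, then OMFP substrate added at 50 uM; 10 min reaction in 50 mM HEPES pH 7.5, 50 mM NaCl, 5 uM MgCl2, 0.05% BSA, 1 mM DTT. Fluorescence read at Ex 485/Em 525 nm.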
* = called active by the depositor; u = inconclusive; x = not tested or not shown; [ ] = another dose, or the depositor's remark. Unless noted, calls come from the whole dose curve; as a rule, active = well fitted curve in the direction sought with a large enough effect; inconclusive = small, poorly fitted or top-dose-only effect, or another doubt; inactive = no such curve, though single readings can be large; an effect the other way counts as inactive or inconclusive. These rows are one share of the data, so the mix of outcomes need not match the whole.

SMILES | TSHR antag | ELG1 repair inh | BCR signal inh | ASM inhibitor | TCR act | a7 integrin act | Mito fusion yeast | Tb PFK block | PTAP TSG101 blk | AT treatment | Eya2 phos inh
Cc1c2cnn(CC(=O)N3CCC4(CC3)OCCO4)c(=O)c2c(C)n1Cc1ccccc1 | -2.9 | -9.0% | -8.3% | 0.3% | 3.3% | 4.1% | -0.6% | 8.1% | -2.6% | 1.4% | 4.2%
O=C(c1ccc(C(F)(F)F)cc1)C1CCCN(C2CCSCC2)C1 (configuration not stated) | -5.8 | -14.0% | -2.3% | -2.8% | 4.3% | 11.5% | 22.0% | 4.3% | -4.2% | -1.8% | -7.9%
Brc1ccc2c(c1)C(OC1CN3CCC1CC3)c1ccccc1CS2 (configuration not stated) | 8.0 | u | u | -0.1% | -3.8%[46.1 µM] | -62.9%[inhibitor] | -7.1% | 2.8% | -6.7% | -7.8% | -4.8%
O=C1c2ccccc2C(=O)N1Cc1nc2ccccc2c(=O)n1-c1cccnc1 | 4.8 | 2.4% | -1.5% | 3.5% | -2.8% | 14.7% | 10.4% | 3.4% | -0.9% | -2.6% | 8.7%
N=C1c2ccccc2CN1NC(=O)c1ccco1 | -2.0 | u | 4.3% | 2.9% | -3.7% | 4.2% | x | 0.0% | -0.2% | 20.2% | -34.6%
CC(C)(C)n1cc(C(=O)c2ccccc2OCCCF)cn1 | -1.4 | u | u | 4.1% | -1.1% | u | -1.5% | -0.1% | -4.8% | 6.7% | -4.8%
Cc1ccc2c(c1)C1C[N+](C)(CC(=O)c3ccc(Cl)cc3Cl)CCC1N2C(=O)c1ccc(F)cc1 (configuration not stated) | x | u | 19.3% | -3.9% | 2.2% | -8.4% | x | -1.9% | -3.5% | 4.2% | -7.2%
O=C(O)c1sccc1Oc1ccc(F)cc1[N+](=O)[O-] | 4.3 | 8.1% | -3.9% | -2.8% | -0.9% | -2.0% | -1.6% | -1.4% | -1.4% | 0.9% | 10.4%
COC(=O)C1=C(c2ccc(-c3ccccc3)c(F)c2)C[C@@H]2CC[C@H]1N2C(=O)NC1CC1 | -41.1 | 4.5% | u | -10.8% | -4.2% | -6.2% | u | -27.8% | -0.7% | x | -3.7%
O=C1NC(=O)C(=Cc2ccsc2)C(=O)N1 | -9.5 | -0.3% | -0.3% | -2.8% | -2.7% | -15.0% | -4.9% | 5.5% | -0.1% | -1.2% | -2.6%
Cc1ccc(N=Nc2cc(C)ccc2N)cc1 | 4.5 | u | -26.0% | -12.2% | 7.1% | 2.7% | -0.6% | -21.3% | -9.2% | u | -5.2%
O=c1[nH]c(=O)n(Cc2ccco2)c(O)c1C=NC1CCN(Cc2ccccc2)CC1 | -1.3 | -6.2% | u | 3.4% | 3.9% | 0.5% | 0.6% | -22.0% | 2.9% | 1.1% | 15.8%
CC(C)C[C@H](NC(=O)c1[nH]cnc1C(=O)N[C@H](C)c1ccccc1)C(=O)OC(C)(C)C | -4.6 | -4.7% | u | -5.3% | 5.7% | -27.7% | 0.0% | 2.3% | -6.9% | 4.6% | -9.8%
O=C(CNC(=O)OCc1ccccc1)Nc1ccc(Br)cc1C(=O)c1ccccc1 | -2.3 | u | 2.1% | -19.2% | 1.9% | -14.0% | 12.6% | -5.7% | -0.4% | 4.7% | 0.7%
CC1(C)C(c2ccccc2)=NC(c2cccnc2)N1O (configuration not stated) | -17.2 | 10.2% | -9.3% | 2.1% | -43.4% | 9.6% | 7.1% | -3.3% | -1.3% | x | -2.9%
CC(C)(C)N1Cc2ccccc2C1=N | 0.8 | 9.9% | 16.4% | 3.9% | 2.3% | u | 3.3% | -2.8% | -0.5% | 4.8% | 9.5%
O=C1NC(=O)C(=Cc2ccc3ccccc3c2)C(=O)N1 | -2.9 | 5.5% | -6.7% | 0.8% | -9.2% | 5.2% | 8.4% | -3.4% | -3.9% | 0.8% | 9.0%
COC(=O)C1=C(c2ccc3ccccc3c2)C[C@@H]2CC[C@H]1N2C(=O)N1CCC(O)CC1 | -3.8 | 0.4% | -7.1% | -2.3% | 0.4% | 36.4% | -4.4% | 7.0% | -3.8% | 5.5% | 1.5%
CC(CC(C#N)(c1ccccc1)c1ccccc1)N(C)C (configuration not stated) | 2.1 | -0.1% | -2.0% | -0.7% | 1.1% | x | x | -7.2% | -0.4% | 4.6% | -24.9%
COc1ccc(CC2c3cc(OC)c(OC)cc3CCN2C)cc1OC (configuration not stated) | -6.5 | -6.5% | 2.1% | 53.8%[activator] | 1.6% | -20.7% | -3.3% | -7.3% | -2.6% | 1.5% | 8.1%

Reprinted at random: 2 entries already listed.
SMILES | TSHR antag | ELG1 repair inh | BCR signal inh | ASM inhibitor | TCR act | a7 integrin act | Mito fusion yeast | Tb PFK block | PTAP TSG101 blk | AT treatment | Eya2 phos inh
CC(C)(C)N1Cc2ccccc2C1=N | 0.8 | 9.9% | 16.4% | 3.9% | 2.3% | u | 3.3% | -2.8% | -0.5% | 4.8% | 9.5%
CC(C)C[C@H](NC(=O)c1[nH]cnc1C(=O)N[C@H](C)c1ccccc1)C(=O)OC(C)(C)C | -4.6 | -4.7% | u | -5.3% | 5.7% | -27.7% | 0.0% | 2.3% | -6.9% | 4.6% | -9.8%

The results go on:
SMILES | TSHR antag | ELG1 repair inh | BCR signal inh | ASM inhibitor | TCR act | a7 integrin act | Mito fusion yeast | Tb PFK block | PTAP TSG101 blk | AT treatment | Eya2 phos inh
CC[C@H](C)/C=C(C)/C=C/C1=CC2=C(Cl)C(=O)[C@](C)(OC(C)=O)C(=O)C2=CO1 | -15.8 | 6.0% | 3.4% | -2.0% | -0.2% | 17.4% | x | 0.1% | -13.2% | -2.6% | 4.4%
NS(=O)(=O)c1ccc(NC(=O)Nc2cccc(Cl)c2)cc1 | 4.9 | 3.3% | -4.6% | -8.1% | 3.3% | 0.5% | 1.2% | 23.9µM* | -2.9% | 14.1% | -17.7%
COc1ccc(CC(=O)N(C)C2CCCN(Cc3ccccc3F)C2)cc1OC (configuration not stated) | 13.5 | 1.1% | -0.6% | 0.6% | 4.4% | 2.6% | 1.5% | -1.3% | -2.0% | 2.4% | 1.5%
C#C[C@]1(O)CC[C@H]2[C@@H]3CCC4=Cc5nc6nc7ccccc7n6cc5C[C@]4(C)[C@H]3CC[C@@]21C | -16.1 | 7.94µM* | u | 111.6%[activator] | 1.2% | x | u | -6.3% | u | -4.2% | -12.7%
O=C1NC(=O)N(Cc2ccccc2)C(=O)/C1=C/C=C/c1ccco1 | -5.1 | u | u | -0.4% | 1.2% | -37.4%[inhibitor] | 0.1% | u | 2.4% | 20.7% | 13.2%
COC(=O)c1c(C)n(Cc2ccccc2)c2ccc(O)cc12 | -19.9 | -14.2% | u | -1.3% | x | -35.8% | -8.3% | -6.8% | -7.9% | -3.4% | 1.9%
Cc1nc2c(c(C)nn2-c2ccccc2)c(C)c1CCC(=O)N1CCC2(CC1)OCCO2 | -5.5 | 0.3% | -3.4% | -1.2% | 0.9% | -6.9% | -3.6% | 0.9% | -6.0% | 9.1% | -6.4%
CC(CN1CCOCC1)OC(=O)Cc1ccccc1 (configuration not stated) | 9.2 | 10.2% | 0.5% | -1.5% | -4.1% | u | u | 3.8% | 1.1% | -1.7% | 4.0%
COP(=S)(OC)c1c(C)nn(CCC#N)c1NC(=O)c1ccc(Cl)cc1 | -10.5 | 2.3% | -7.1% | -2.5% | 1.8% | -7.6% | 0.9% | -13.2% | 0.7% | -3.9% | -1.0%
CC1CCN(C(=O)CCl)CC1 | 0.7 | 0.1% | -1.6% | 4.0% | 4.1%[46.1 µM] | -17.0% | -13.5% | 3.2% | -5.8% | 1.5% | 7.7%
O=[N+]([O-])c1ccc(N2CCNCC2)cc1N1CCCCC1 | -7.9 | -1.8% | u | -7.0% | 7.3% | -5.4% | -9.7% | 3.6% | -5.9% | -3.5% | 9.4%

Screens deposited in PubChem BioAssay by National Center for Advancing Translational Sciences (NCATS).
